Screening results: PubChem BioAssay, several laboratories
RT RNaseH block: inhibitors of HIV-1 reverse transcriptase RNase H; hit rate 1.9% among 65,000; P04585; RT-RNase H RNA/DNA duplex cleavage, fluorescence; inhibition, % at 10 µM; in the data active = inhibition above about 50%
RmlC RmlD mix: mixture blocks RmlC and RmlD coupled enzyme activity; RmlC/RmlD coupled enzyme inhibition, 384-well mixture HTS; inhibition, % at 5.5 µM; hit rate 0.39% among 110,000; in the data active = inhibition above about 30%, passing the limit was not always enough; inconclusive = no clear call, values can overlap the other calls; note: strong numbers were not always called active
The depositor's hits bear a star; i = inactive; u = inconclusive; x = no result given. Only part of the results is shown; count on the stated rates, not on these rows.

SMILES	RT RNaseH block	RmlC RmlD mix
COc1ccccc1NC1=NC(c2ccc(Cl)cc2)N=C(N)N1 (stereo not given)	-3	6
COC(=O)C(CC(C)C)Oc1ccc2c(C)cc(=O)oc2c1 (stereo not given)	-30	5
CC(C)(C)c1cc(/C=N/NC(=O)Cc2nc3ccccc3[nH]2)cc(C(C)(C)C)c1O	x	29
CC(C)(C)n1nc2c(c1NC(=O)COc1ccc3ccccc3c1)CS(=O)(=O)C2	x	-10
CCOC(=O)C1CCCN(c2c(NCC3CCCN3CC)c(=O)c2=O)C1 (stereo not given)	-7	18
CCN1CCN(S(=O)(=O)c2cccc([N+](=O)[O-])c2)CC1	x	7
O=C(N1CCOCC1)N1CCC(n2nnc3ccccc32)CC1	-18	0
CCOC(=O)C1=C(C)NC(=S)NC1c1ccc(-c2cccc(Cl)c2C)o1 (stereo not given)	x	-8
Cc1ccc(-c2nc3ccccc3s2)cc1NC(=S)NC(=O)/C=C/c1ccco1	x	-12
CCN1C(=O)C(NC(C)=O)c2cc(Br)ccc21 (stereo not given)	-4	7
O=C(COc1cccc(OC(F)F)c1)Nc1ccc(SC(F)F)cc1	0	-6
Cc1nn(CC(=O)NC(C)c2ccccc2)c(=O)c2ccccc12 (stereo not given)	39	-7
CCN1C(=S)SC(=O)C1=C1C=C(C)N(CCO)C(C)=C1	26	27
CCOC(=O)c1c(-c2cccs2)csc1NC(C)=O	x	8
CCC(=O)Nc1c2c(nn1-c1ccccc1C)CSC2	-2	8
CN=C1SC(CC(=O)Nc2sc(C)c(C)c2C(=O)OC)C(=O)N1C (stereo not given)	-11	-43
CCOC(=O)CNC(=O)CSc1nnc(-c2cccc(C)c2)n1-c1ccc(OC)cc1	2	-36
COc1cc(N)ccc1C(=O)O	x	-5
C=CCOc1ccc2nc(NC(=O)OC)[nH]c2c1	x	-6
O=C(COC(=O)c1ccc(Br)o1)NCc1cccs1	x	-6
O=C(O)Cn1cc2c(n1)CCCCC2	-11	-8
CCCc1ccc(OC(=O)c2cccs2)cc1	x	-13
COc1ccc(N(C(=O)c2cnccn2)C(C(=O)NC2CCCCC2)c2ccc(Cl)cc2)cc1 (stereo not given)	x	-8
COc1cc(C(=O)N2CCCN(c3nc4cc(C)ccc4cc3C#N)CC2)cc(OC)c1OC	-5	4
COc1cc(C(=O)NCc2cccc3ccccc23)cc(Cl)c1OC	x	i
COc1ccc(S(=O)(=O)n2ccnc2)c2cccnc12	-15	-8
O=c1[nH]c(=O)n(Cc2ccco2)c(O)c1C=NCc1ccco1	-70	2
Cc1cc(C)cc(NC(=O)CN2CCCN(S(=O)(=O)c3ccc(Br)s3)CC2)c1	x	7
COc1cc([C@H]2[C@@H]3CCCC[C@]3(O)CCN2CC(=O)Nc2ccc(C)cc2)ccc1O	4	12
COC(=O)CCC(=O)Nc1ccc(NC(=O)CCC(=O)OC)cc1	7	-20
O=c1oc2ccccc2c2c1ncn2C1CCCCC1	-12	1
N#CCSc1nnc(N)s1	6	10
Cc1ccc2c(C)nc(Nc3nc(CSc4nnc(C)s4)cc(=O)[nH]3)nc2c1	x	-16
CCCNC(=O)c1cc(-c2ccco2)on1	-5	4
CC(CC(C)C(=O)Nc1ccccc1C(C)(C)C)C(=O)O (stereo not given)	x	-3
O=C(c1cnn2ccccc12)N1CCCc2ccccc21	-29	-7
COC(=O)c1ccc(NC(=S)N2CCN(Cc3ccccc3)CC2)cc1	x	u
COc1cccc(-c2noc(-c3cccnc3)n2)c1	-13	2
CCOC(=O)N1CCN(C(=O)Cc2ccc(Cl)cc2)CC1	-17	11
CCCc1oc(C(=O)O)cc1CN1CCCC1	x	-21
CCOC(=O)c1cc(CC)sc1NC(=O)c1ccc(N2C(=O)CCC2=O)cc1	x	-2
NCCN1CCN(CCN)CC1	-1	-13
CS(=O)(=O)N1N=C(c2ccc(Br)cc2)CC1c1ccc2c(c1)OCO2 (stereo not given)	x	-12
Cc1ccccc1OCC(=O)NNC(=O)Nc1ccc(Cl)cc1	x	-12
O=C1c2ccccc2C(=O)N1CCN1CCc2ccccc21	-36	15
Cn1c(=O)c2c(nc(SCC(=O)Nc3ccc(N4CCOCC4)c(Cl)c3)n2C)n(C)c1=O	-6	x
CCC1Sc2ccccc2N(CC(=O)NC2CCCC2)C1=O (stereo not given)	-4	12
O=S(Cc1ccc(Cl)cc1)CC(O)COc1ccc(Cl)cc1 (stereo not given)	-3	10
O=S(=O)(c1cc(-c2nc3ccccc3s2)ccc1Cl)N1CCOCC1	x	-12
COc1ccc(OC)c(NC(=O)COC(=O)c2ccc(-n3cnnn3)cc2)c1	-15	-12
(listing goes on)
SMILES	RT RNaseH block	RmlC RmlD mix
COc1ccccc1N1CCN(Cc2ccc(Br)o2)CC1	-33	5
CC(=O)NN1C(=O)c2ccc(Oc3ccc([N+](=O)[O-])cc3)cc2C1=O	x	-8
Cn1ccnc1Sc1nc2ccccc2nc1NS(=O)(=O)c1ccccc1	4	-4
Cc1cccc(N2C(=O)CC(N3CCN(C(=O)c4ccccc4)CC3)C2=O)c1 (stereo not given)	3	83
CCOC(=O)Cn1c(=O)n(Cc2ccco2)c(=O)c2ccc(C(=O)NC3CCCC3)cc21	x	-13
COc1ccc(C2C(C(C)=O)=C(C)N=c3s/c(=C/c4ccc5c(c4)OCO5)c(=O)n32)cc1 (stereo not given)	70*	x
O=[N+]([O-])c1ccc(O)c2ncccc12	x	0
C=CCn1cc(C(=O)N2CCN(C)CC2)c(=O)c2cc(S(=O)(=O)N3CCCC3)ccc21	-5	x
COc1ccc(-c2nc(Cc3ccc(Cl)cc3)no2)cc1OC	x	5
COc1ccc(CNC(=O)c2ccc(N3CCC4(CC3)CC(c3ccc(Cl)cc3)=NO4)c(N)c2)cc1	x	-34
CCOC(=O)c1oc2ccccc2c1CSc1nnnn1-c1ccc(C)cc1	-23	1
c1ccc(CNc2ncnc3c2ncn3C2CCCCO2)cc1 (stereo not given)	-1	-13
O=C1c2ccccc2C(=O)N1CN(C(=O)COc1ccccc1)c1ccccc1	x	6
COc1ccc(OC)c(NC(=O)c2cn(C)c(=O)c3cc(OC)c(OC)cc23)c1	-3	x
O=C(CSc1nnc(-c2ccccc2O)o1)Oc1ccc(Br)cc1	x	-15
O=C(C1CC1)N1CCC(c2nc(-c3ccc(S(=O)(=O)N4CCCC4)cc3)no2)CC1	x	9
CCC(CC)NC(=O)c1ccc2nc[nH]c2c1	x	-2
O=C(CSc1ccc(Cl)cc1)N1CCN(c2ccc([N+](=O)[O-])cc2Cl)CC1	x	-13
CC1(C(=O)N(c2ccccc2)C(C(=O)NC2CCCC2)c2ccccn2)CC(=O)N=C2C=CC=CN21 (stereo not given)	-31	19
CNC(=O)NCCN1CCCC1=O	-1	-40
C=C(C)CSc1nnc(-c2cc(OC)c(OC)c(OC)c2)n1N	8	104
COc1cc(C)nc(OCCNC(=O)COc2ccc(Cl)cc2C)n1	0	8
O=C(COc1ccccc1)Nc1ccc(S(=O)(=O)N2CCCCCC2)cc1	x	0
C=CCOC(=O)CCP(=O)(CCC(=O)OCC=C)c1ccccc1	9	4
CCCCn1c2c(c3ccccc31)CCc1nonc1-2	-43	4
O=C(Nc1cccc(C(=O)N2CCOCC2)c1)NC1CCCCC1	-3	-3
CCn1c(CNc2cccc(Cl)c2)nnc1SCC(=O)OC1CCCCC1	4	x
O=C(COc1ccc(Cl)cc1Cl)NCc1ccncc1	-10	8
Cc1ccc2[nH]c3c(N4CCCCCC4)ncnc3c2c1	-6	x
CC1=C(C#N)C(=O)OC(C)(C)C1	0	-5

Three entries from above, as a markdown table:
| SMILES | RT RNaseH block | RmlC RmlD mix |
| --- | --- | --- |
| C=CCOC(=O)CCP(=O)(CCC(=O)OCC=C)c1ccccc1 | 9 | 4 |
| CCCCn1c2c(c3ccccc31)CCc1nonc1-2 | -43 | 4 |
| O=C(Nc1cccc(C(=O)N2CCOCC2)c1)NC1CCCCC1 | -3 | -3 |

Of the compounds above, 3 contain a cyano group:
SMILES	RT RNaseH block	RmlC RmlD mix
COc1cc(C(=O)N2CCCN(c3nc4cc(C)ccc4cc3C#N)CC2)cc(OC)c1OC	-5	4
N#CCSc1nnc(N)s1	6	10
CC1=C(C#N)C(=O)OC(C)(C)C1	0	-5

(continued)
SMILES	RT RNaseH block	RmlC RmlD mix
N#CCSc1nc2c(cc1C#N)CCCC2	-17	0
O=c1cc(-c2cccc3ccccc23)[nH][nH]1	-14	-11
COCCn1nnnc1C(c1ccccc1OC)N1CCN(c2ccccc2)CC1 (stereo not given)	-12	-17
Cc1ccc(Cl)cc1NC(=O)c1cccc(OC(F)F)c1	x	7
O=c1c(C=Nc2ccc(Oc3ccccc3)cc2)c[nH]n1-c1cccc(Cl)n1	x	-13
CCCN1Cc2cccc(C(=O)N3CCN(c4cc(Cl)ccc4C)CC3)c2C1=O	0	-14
CCC(=O)Nc1sc2c(c1C(N)=O)CCN(C(C)=O)C2	3	-1
Cc1ccc(C(=O)Nc2ccc(O)cc2C(=O)O)cc1	x	7
Clc1ccccc1-c1ccc(/C=N/n2cnnc2)o1	-45	-12
Cc1noc(C)c1S(=O)(=O)NCC(=O)O	-15	-11
N#C/C(=C\c1ccc(-c2cccc(Cl)c2)o1)C(=O)Nc1cccc2cccnc12	x	5
Cc1ccc(-n2nnnc2SCC(=O)N2c3ccccc3NC(=O)C2(C)C)cc1	-21	1
Cc1nc2sc3c(c2c(=N)n1N)CC(C)(C)OC3	x	6
Cn1c(CN2CCOCC2)nc2cc(NC(=O)c3ccc(Cl)cc3)ccc21	3	-15
CCn1c(SC/C=C/c2ccccc2)nnc1-c1cnccn1	1	8
C=CCSC1=C(C#N)C(c2ccccc2OCC)CC(=O)N1 (stereo not given)	-9	-3
COc1ccc(O)c(C(=O)c2cnn(C(=O)c3cc(C)oc3C)c2)c1	2	-11
O=C(Nc1ccc2oc(-c3ccccc3)nc2c1)c1ccccc1F	x	-11
COc1ccc2c(c1)C1(Nc3ccccc3-c3nc4ccccc4n31)C(=O)N2 (stereo not given)	7	-5
O=C(CCNS(=O)(=O)c1cccs1)NCc1cccs1	-1	1
CCCCCCSc1ncc(C#N)c(N)n1	-32	6
NC(=O)[C@@H]1CCCCNc2c(I)cc([N+](=O)[O-])cc2C(=O)N[C@@H](CCC(=O)O)C(=O)N[C@@H](CO)C(=O)N1	x	11
Cc1cc(C)c(S(=O)(=O)NCC2CCC(C(=O)NCc3ccc4c(c3)OCO4)CC2)c(C)c1 (stereo not given)	x	23
COC(=O)c1c(NC(=O)c2ccoc2C)sc2c1CCC2	12	-44
O=C1CCc2nc3sc4c(c3c(=O)n2N1)CCCC4	-6	x
O=C(NCc1ccc2c(c1)OCO2)C1CCCN1C(=O)Nc1ccc(F)cc1 (stereo not given)	-39	9
Cc1ccc(/C=N/N2CCN(Cc3ccccc3)CC2)o1	x	-10
C=C1c2cc(C)ccc2NC(=O)N1c1ccc(C)cc1	x	12
O=C(Nc1ccc(Cl)cc1)c1ccc(-n2cccn2)c([N+](=O)[O-])c1	x	-4
CCN(CC)C(=O)C1CCCN(Cc2ccc(N(C)C)cc2)C1 (stereo not given)	1	-5

Overlap with the part before: 3 compounds; new compounds follow.
SMILES	RT RNaseH block	RmlC RmlD mix
C=C1c2cc(C)ccc2NC(=O)N1c1ccc(C)cc1	x	12
O=C(Nc1ccc(Cl)cc1)c1ccc(-n2cccn2)c([N+](=O)[O-])c1	x	-4
CCN(CC)C(=O)C1CCCN(Cc2ccc(N(C)C)cc2)C1 (stereo not given)	1	-5
O=C(Nc1ccccc1)Nc1ccc(C(=O)N2CCOCC2)cc1	x	-11
COCCNC(=O)C1CC(c2ccc([N+](=O)[O-])cc2)=NO1 (stereo not given)	x	5
Cc1ccc(-c2nn(CC(=O)NC(C)c3ccccc3)c(=O)c3ccccc23)cc1 (stereo not given)	x	-9
COc1cc(NC(=O)c2ccco2)ccc1NC(=O)c1ccccc1Cl	-14	x
Cc1csc(NC(=O)CSc2nnc(Cc3cccn3C)n2-c2ccc(F)cc2)n1	1	9
CCOC(=O)N1CCC(NC(=O)c2cc3sccc3n2CC)CC1	5	-16
Cc1cc(SCCC(=O)O)nc2c(C)cccc12	x	4
CC(C)(C)OC(=O)N1CCC(C(N)=O)CC1	-3	3
COC(=O)C(C#N)c1nc2ccccc2nc1N1CCN(Cc2ccc3c(c2)OCO3)CC1 (stereo not given)	10	2
Cc1ccc(S(=O)(=O)NCC(=O)Nc2ccc(C(F)(F)F)cc2)cc1	x	21
O=C(CSc1oc(-c2ccco2)nc1S(=O)(=O)c1ccccc1)NCC1CCCO1 (stereo not given)	4	2
CC1CCCC(NC(=S)Nc2ccc(SC(F)F)cc2)C1C (stereo not given)	x	-15
CCOc1ccc(CN(CCO)CCO)cc1C(=O)OC	-31	4
O=C(NCCC1=CCCCC1)C1CCCN(S(=O)(=O)c2cccnc2)C1 (stereo not given)	-7	7
NC(=O)c1oc2ccccc2c1NC(=O)c1ccccc1	x	-7
Cc1ccc2nc(N3CCC(C(=O)O)CC3)nc(-c3ccccc3)c2c1	-5	7
COc1ccc2[nH]c(C)c(CCN(Cc3cccs3)C(=S)Nc3cccc(F)c3)c2c1	x	-9
CCc1c(C)n2nc(C)cc2[nH]c1=O	1	22
Cc1nc2nc(C)c(CCC(=O)NC(C)c3ccc4c(c3)OCCO4)c(C)n2n1 (stereo not given)	-17	5
Cc1nnc(SCC(C)C)[nH]c1=O	-19	9
O=C(NCCCNCc1ccccc1)c1ccccn1	-24	55
COc1ccccc1N=C1SCCCN1C	-22	13
Cn1c(=O)c2c(ncn2CC(O)CNc2ccc(Cl)cc2)n(C)c1=O (stereo not given)	-12	1
COc1ccc(C(=O)NCc2ccccn2)cc1	x	-4

Full records from above:
`COc1ccc(C(=O)NCc2ccccn2)cc1` as listed: RT RNaseH block = x; RmlC RmlD mix = -4
`COc1ccccc1N=C1SCCCN1C` as listed: RT RNaseH block = -22; RmlC RmlD mix = 13
